Lipid storage S3: qHTS Assay for Lipid Storage Modulators in Drosophila S3 Cells. Potency in µM for hits, for the others lipid storage change, negative = inhibition, % at the top dose, mostly 46.1 µM. Drosophila S3 cells, BODIPY lipid droplet fluorescence, 18-24 h; cells fed with added oleic acid. 0.64% of 320,000 active; active means well fitted inhibition curve with a large enough effect in the signal ratio, with a control signal flat, not every such curve was filed as active; inconclusive means small, poorly fitted or top-dose-only effect, or effect the other way, or a change in a side signal; the % refers to the signal ratio
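Drosophila S3 cells loaded with oleic acid (400 uM, as added) and compounds at several concentrations; lipid droplets imaged by 488-nm laser-scanning cytometry, 500–530 nm intensity and object ratio to cell channel. Percent activity normalized to 20 uM Triacsin C.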
Lipid storage S3 cell count max: also measured in Lipid storage S3; calls as there; cell number change, %; measured here: cell count max response;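 cells counted by Cell Tracker Red CMTPX staining in the red channel; peak over a dose series mostly up to 46.1 µM; percent activity relative to internal control wells on each plate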
* marks the source's active call; other numbers are inactive results; i = inactive; ? = inconclusive; · = no result given. On the % scale 0 is the no-effect control and ±100 the full control effect; potency means the concentration at half of the fitted maximal effect.

SMILES	Lipid storage S3	Lipid storage S3 cell count max
CCOc1ccc2c(c1)C(c1ccccc1)=NNC(c1ccccc1)=N2	?	·
Cn1c(=O)n(C)c2cc([N+](=O)[O-])c(N3CCN(S(C)(=O)=O)CC3)cc21	?	·
Cc1c(Nc2ccc(C=O)cc2)c(=O)n(-c2ccccc2)n1C	?	·
CCC1(C)Cc2ccccc2-c2nc(SC)[nH]c(=O)c21 (stereo not given)	5%	-7
Cc1ccc(N2C(=O)C(Cc3ccc(O)cc3)NC2=S)cc1C (stereo not given)	11%	12
COc1ccccc1NC(=O)Nc1nnc(CC(=O)Nc2cccc(C)c2)s1	-2%	-1
NS(=O)(=O)c1ccc(NC(=S)Nc2nn(Cc3ccc(Cl)cc3Cl)cc2Cl)cc1	-2%	3
Cc1cccc(Nc2nnc(SCC(=O)Nc3ccccc3[N+](=O)[O-])s2)c1	-2%	9
COc1ccc(CCCC(=O)NCCc2ccccc2)c(C)c1	?	·
CCOC(=O)C1CCN(C(=O)Cc2cccc3ccccc23)CC1	-1%	-2
O=C(CN1CCCC1)NC(=O)NC1CCCC1	?	·
CC1(c2ccc3c(c2)OCCCO3)NC(=O)N(CC(=O)Nc2cccc(C#N)c2)C1=O (stereo not given)	?	·
CCCCC(=O)N=c1sc2cc([N+](=O)[O-])ccc2n1C	?	·
CCN1C(=O)c2cccc3c(NC(=O)c4ccc(OC)c(OC)c4)ccc1c23	?	·
COc1ccc(C(C(=O)NC2CCCC2)N(Cc2cccs2)C(=O)c2ccn[nH]2)cc1OC (stereo not given)	-9%	16
Cc1ccc(C(=O)NC2CCN(CC(=O)Nc3ccccc3Cl)CC2)cc1	-7%	20
CC1(C)Cc2c(C#N)c(N)sc(=S)c2CS1	-3%	7
CCOc1ccc(NC(=NCc2ccc3c(c2)OCO3)SC2CC(=O)N(c3ccccc3)C2=O)cc1 (stereo not given)	2%	-3
O=C(CCn1c(=O)c2ccccc2n(Cc2ccccc2)c1=O)NC1CCN(Cc2ccccc2)CC1	?	·
COc1ccc(CNC(=O)c2ccc(-c3ccccc3)cc2)cc1OC	?	·
COc1ccc(-c2cc(C(F)(F)F)n3nc(C(=O)O)nc3n2)cc1	i	-11
CCN1CCN(Cc2nc3c(c(=O)n(C)c(=O)n3C)n2CCCc2ccccc2)CC1	3%	3
CCCc1nn(C)c(C(=O)Nc2ccc(Cl)cc2)c1Cl	?	·
NC(=S)Nc1ccc(C(F)(F)F)cc1Cl	-2%	·
COc1cc(C)c(Cl)cc1S(=O)(=O)N1CCSC1	-25%	·

Next entries:
SMILES	Lipid storage S3	Lipid storage S3 cell count max
COc1ccc(C)cc1NC(=O)Nc1ccccc1	-9%	-1
COc1ccc(C2(c3ccc(OC)cc3)NC(=O)N(CC(=O)NC3(C#N)CCCC3)C2=O)cc1	40%	-9
COc1ccc(-c2nn(-c3ccccc3)cc2/C=C/C(=O)OCC(=O)Nc2ccc(C#N)cc2)cc1	?	·
O=C(Nc1ccccc1)c1ccc(C(=O)Nc2ccccc2)nc1	-4%	1
Nc1ncnc2nc(SCC(=O)N3CCN(c4ccccc4)CC3)[nH]c12	?	·
Cc1ccc2nc3c(cc(C(=O)NCCc4ccccc4)c(=N)n3CC3CCCO3)c(=O)n2c1 (stereo not given)	?	·
COCCCNC(=O)Cn1nnc(-c2ccc(NC(=O)c3ccccc3OC)cc2)n1	7%	4
Fc1ccccc1NC(=S)N(CCN1CCCCCC1)Cc1cccs1	1%	0
c1cncc(CSc2nnc3ccc(-c4ccncc4)nn23)c1	?	·
CC1(C)Cn2c(nnc2-c2cccc(O)c2)S1	?	·
Cc1ccc(NC(=O)N2CCCC2)cc1Cl	?	·
C#CCn1c(=O)cc(C)c2ccccc21	?	·
O=C(O)c1nn(CC(=O)N2CCC(Cc3ccccc3)CC2)c(=O)c2ccccc12	?	·
Cn1ncc(N=Cc2ccccc2O)c1C(=O)N1CCOCC1	0%	-1
COc1ccc(-c2ccc(OC)cc2C(=O)O)cc1	-3%	0
C=CCn1cnc2c(c1=O)c1nc3ccccc3nc1n2-c1ccccc1	?	·
COc1ccccc1N1CCN(C(=O)c2cc3c(=O)n4cccc(C)c4nc3s2)CC1	?	·
O=C(O)c1ccc(-c2ccc(-c3ccccc3)cc2)s1	i	·
CCS(=O)(=O)N1Cc2ccccc2CC1C(=O)Nc1cccc(C)c1 (stereo not given)	-5%	9
CCNc1nc(N2CCOCC2)nc(N(c2ccccc2)c2ccccc2)n1	?	·
CC(C)(C)NC(=O)NC(=O)COC(=O)C1=COCCO1	-1%	-19
CC(=O)Nc1c(C(=O)N2CCCCCC2)cnn1-c1ccccc1Cl	3%	-11
O=C(CCS(=O)(=O)c1ccccc1)Nc1nccs1	?	·
NCCCC[C@@H]1NC(=O)c2cc([N+](=O)[O-])cc(F)c2NCCCC[C@@H](C(N)=O)NC(=O)CNC1=O	-2%	19
O=[N+]([O-])c1ccc2[nH]nc(-c3ccccc3)c2c1	?	·

More compounds:
SMILES	Lipid storage S3	Lipid storage S3 cell count max
COc1ccccc1C(=O)Nc1ccncc1	8%	21
Cc1nc(NC2CCCCC2)c2nnn(Cc3ccccc3Cl)c2n1	8%	15
CCCc1nc2ccccc2c(C(=O)OCc2nnc(-c3cc(OC)c(OC)c(OC)c3)o2)c1CC	i	-8
COc1cc(F)cc(C2=CC(=O)C[C@H](c3ccc(F)cc3)C2)c1	?	·
Cc1ccc(C23CC4CC(CC(C(=O)NC(C(=O)O)C(C)C)(C4)C2)C3)cc1 (stereo not given)	?	·
CC(=O)Nc1ccc(NC(=O)CN2CCCC(C)C2)c(Cl)c1 (stereo not given)	?	·
Cc1ccc(S(=O)(=O)Nc2ccc(NC(=O)Nc3cccc(C(F)(F)F)c3)cc2)cc1	?	·
CC(C)Nc1nc(-c2cccnc2)nc(-c2ccc(Cl)cc2)c1C#N	16%	-1
COc1ccc(CNc2cccc3[nH]c(C(F)(F)F)nc23)cc1	?	·
O=C(COc1ccc(F)cc1)N1CCC(c2ccccc2)C1 (stereo not given)	2%	9
CSc1ccccc1NC(=O)c1cc2c(=O)n3ccccc3nc2s1	?	·
COc1cc2nc(COc3ccccc3[N+](=O)[O-])oc(=O)c2cc1OC	?	·
COCc1nnc(NC(=O)C23CC4CC(CC(C4)C2)C3)s1	17%	·
O=C(CSc1ncn[nH]1)c1ccc2c(c1)OCCO2	?	·
N#Cc1ccccc1Sc1ccccc1C(=O)Nc1ccc2ccccc2c1	-11%	5
CCCNC(=O)Cn1c(=O)/c(=C\c2ccc(-c3ccc([N+](=O)[O-])cc3)o2)s/c1=C\C(=O)C(C)(C)C	?	·
CN1C(=O)C(CC(=O)Nc2ccc(F)cc2)N(Cc2cccs2)C1=S (stereo not given)	?	·
CC(C)(C)Nc1nc(Oc2ccc(=O)[nH]n2)nc(N2CCOCC2)n1	2%	9
Cc1ccc(OCCCCNC(C)(C)C)c([N+](=O)[O-])c1	-1%	2
COc1ccccc1C(c1nnnn1Cc1ccccc1)N1CCN(c2nc3ccccc3s2)CC1 (stereo not given)	?	·
CC1Sc2ccc(C(=O)NCc3ccccn3)cc2NC1=O (stereo not given)	7%	-18
CCCC(C)C(=O)Nc1ccc(Cl)cn1 (stereo not given)	10%	-6
COCCCNC(=S)N/N=C/c1ccc(O)cc1O	?	·
Cn1nccc1NC(=O)Nc1cccc(Br)c1	5%	-4
Cc1cccc(OCC(=O)NCc2ccccc2)c1	i	4

(cont.)
SMILES	Lipid storage S3	Lipid storage S3 cell count max
CS(=O)(=O)Nc1ccccc1C(=O)Nc1ccccc1Cl	0%	15
CC(=O)Nc1ccc(S(=O)(=O)NCc2nnnn2-c2ccc(Cl)cc2)cc1	?	·
O=C(NCCC(=O)N1CCC2(CC1)NCCc1[nH]cnc12)c1ccc(Br)cc1	i	-31
O=c1c2cnn(-c3ccccc3)c2ncn1Cc1ccccc1	1%	-13
CCCCCCOc1ccc(N2C(=O)CC(N3CCC(C(=O)OCC)CC3)C2=O)cc1 (stereo not given)	-10%	-6
Cc1ccc(Cn2ccc(NC(=O)c3cc(-c4cccc(Cl)c4)on3)n2)cc1	?	·
CCOC(=O)CNC(=O)CSc1nnc(Cn2c(=O)sc3ccccc32)n1C	-1%	2
N#Cc1nc(COc2ccc(F)cc2)oc1N1CCN(Cc2ccccc2)CC1	?	·
CC(C)(C)C(=O)/C(=C/c1cccc([N+](=O)[O-])c1)n1cncn1	?	·
CC(=O)c1cccc(NC(=O)CCc2nnc3ccc(NCc4ccco4)nn23)c1	?	·
COc1cc2nc(NC(=O)c3ccccc3)sc(=O)c2cc1OC	i	-19
CCCCC(Sc1nc(N)c(NC(=O)c2ccc(OCC)cc2)c(=O)[nH]1)C(=O)O (stereo not given)	?	·
O=C(O)C1C2C=CC(C2)C1C(=O)NCCc1ccncc1 (stereo not given)	i	20
COc1ccc(-c2nc3ccccc3c(=O)n2CCCN2CCOCC2)cc1	i	·
O=C(O)CCN1C(=O)C(=C2CCCCCC2)SC1=S	?	·
CC(NC(=O)COC(=O)C1CSC2(C)CCC(=O)N12)C12CC3CC(CC(C3)C1)C2 (stereo not given)	0%	4
COc1ccc(/C=N/N=C2\SC(CC(=O)O)C(=O)N2c2ccccc2)c(OC)c1 (stereo not given)	-2%	7
C/C(CC(=O)Nc1ccccn1)=N\NC(=O)C(=O)Nc1cccc(C)c1	8%	3
O=S(=O)(c1cccc(S(=O)(=O)N2CCCC2)c1)N1CCCCC1	?	·
C=CCOc1ccccc1CNc1ccc2[nH]c(=O)[nH]c2c1	?	·
O=C1N=C(N2CCOCC2)S/C1=C/c1ccc(-c2ccccc2Cl)o1	?	·
COc1ccc(S(=O)(=O)Cc2ccc(C(=O)NCc3cccnc3)o2)cc1	9%	5
COc1ccc(OC2C(=O)N(c3ccc(F)cc3)C2c2ccc(OC)c(OC)c2)cc1 (stereo not given)	-8%	-15
Cc1cccc(CN2CCN(CCCc3ccccc3)CC2)c1	17%	-8
Fc1cccc(CSc2ccc(-c3ccc4c(c3)OCO4)nn2)c1	?	·

New compounds follow:
SMILES	Lipid storage S3	Lipid storage S3 cell count max
C/C(N)=C(/C#N)C(=O)COc1ccc(Cl)cc1Cl	?	·
Cc1cccc(C)c1NC(=O)Cn1nc(C)n2cccc2c1=O	?	·
Cc1ccccc1C(=O)Nc1ccc(S(=O)(=O)N2CCN(C)CC2)cc1	i	·
COc1ccccc1CNC(=O)[C@H](C)NC(=O)C1CCN(C(=O)[C@@H](N)CCSC)CC1	6%	1
O=C(O)/C(=C\c1ccccc1)c1ccccc1	-8%	6
Cc1cc(NC(=O)CSc2nc(C(C)C)nc3c2c(=O)n(C)c(=O)n3C)no1	?	·
CN(CC(=O)NC1CCCc2ccccc21)C1CCCCC1 (stereo not given)	11%	·
Nc1nc2n(n1)C(c1ccc(Cl)cc1)CC(c1ccc(F)cc1)N2 (stereo not given)	18%	6
CCC(Oc1ccccc1OC)C(=O)N1CC(=O)Nc2ccccc21 (stereo not given)	i	7
O=C(CCS(=O)(=O)c1ccccc1)N(CCCN1CCOCC1)c1nc2ccc(F)cc2s1	?	·
O=C(Nc1ccc(C(=O)N2CCCCC2)cc1)c1cccc([N+](=O)[O-])c1	-3%	18
FC(F)(F)c1cnc2c(-c3ccc(Cl)cc3Cl)noc2c1	?	·
Cc1ccc(/C=C/S(=O)(=O)NCC(=O)OCC(=O)Nc2ccc(C(=O)N(C)C)cc2)cc1	?	·
Cc1cc(Br)ccc1OCCN1CCCC1	?	·
CCOC(=O)C1=C(CC)OC(N)=C(C#N)C1c1ccc(OC)c(C)c1OC (stereo not given)	?	·
CCNS(=O)(=O)c1ccc(NC(=S)NCC2CCCO2)cc1 (stereo not given)	5%	13
O=C(Cc1ccc(Cl)cc1)NC(=S)Nc1ccccc1O	?	·
COc1ccccc1NS(=O)(=O)c1cc(NC(=O)CCC2CCCC2)ccc1N1CCOCC1	?	·
Cc1cc(C)c(CN2CCN(C(=O)Cn3ccc(N)nc3=O)CC2)c(C)c1	?	·

In the list so far, 13 contain two or more sulfur atoms.
SMILES	Lipid storage S3	Lipid storage S3 cell count max
NS(=O)(=O)c1ccc(NC(=S)Nc2nn(Cc3ccc(Cl)cc3Cl)cc2Cl)cc1	-2%	3
Cc1cccc(Nc2nnc(SCC(=O)Nc3ccccc3[N+](=O)[O-])s2)c1	-2%	9
CC1(C)Cc2c(C#N)c(N)sc(=S)c2CS1	-3%	7
COc1cc(C)c(Cl)cc1S(=O)(=O)N1CCSC1	-25%	·
Fc1ccccc1NC(=S)N(CCN1CCCCCC1)Cc1cccs1	1%	0
O=C(CCS(=O)(=O)c1ccccc1)Nc1nccs1	?	·
CSc1ccccc1NC(=O)c1cc2c(=O)n3ccccc3nc2s1	?	·
CN1C(=O)C(CC(=O)Nc2ccc(F)cc2)N(Cc2cccs2)C1=S (stereo not given)	?	·
CCOC(=O)CNC(=O)CSc1nnc(Cn2c(=O)sc3ccccc32)n1C	-1%	2
O=C(O)CCN1C(=O)C(=C2CCCCCC2)SC1=S	?	·
O=S(=O)(c1cccc(S(=O)(=O)N2CCCC2)c1)N1CCCCC1	?	·
O=C(CCS(=O)(=O)c1ccccc1)N(CCCN1CCOCC1)c1nc2ccc(F)cc2s1	?	·
CCNS(=O)(=O)c1ccc(NC(=S)NCC2CCCO2)cc1 (stereo not given)	5%	13

Source: PubChem BioAssay (National Center for Advancing Translational Sciences (NCATS))

This is a subset, so the mix of outcomes need not match the whole.
